High-throughput results: PubChem BioAssay, Broad Institute
PglD inh = PglD (C. jejuni) enzyme inhibition; 360,000 tested, 0.098% active; purified PglD enzyme, DTNB colorimetric CoA detection; inhibition, % at 12.5 µM; in the data active means inhibition above about 16%, passing the limit was not always enough; further: strong numbers were not always called active
C2C12 statin = protects C2C12 myotubes from simvastatin toxicity; rescue of ATP level, % at 7.49 µM; ATP luminescence, 48 h; scaled: DMSO 0, geranylgeraniol control 100; 330,000 tested, 0.78% active;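 active means mean ATP rescue above about 67%, or every replicate alone reaching that limit, limit read from the data, passing the limit was not always enough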;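 further: myotubes were challenged with 10 µM simvastatin during compound exposure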
FN deposition inh = fibronectin deposition inhibition. AH1F fibroblasts, Alexa488-fibronectin deposition fluorescence, overnight. inhibition, % at 12.6 µM. 350,000 tested, 0.086% active. AID 743247;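 active means mean inhibition across replicates of 30% or more, regardless of how many single replicates reach that level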;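 further: positive control wells lacked labelled fibronectin entirely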
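Schedule: 1 h cell adhesion before compound, then overnight fibronectin incubation; test system: AH1F fibroblast monolayer depositing Alexa488-labelled fibronectin into matrix; quantity: 10000 AH1F cells per well; probe or stimulus: fluorescent fibronectin at 24 nM final; signal: fluorescence, ex 485 nm, em 525 nm; evaluation: percent inhibition as loss of matrix-bound fibronectin fluorescence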
PGC1a acetyl inh = lowers PGC1a acetylation signal in U2OS cells. AlphaScreen anti-acetyl-lysine; with virally co-expressed GCN5 acetyltransferase. inhibition, % at 15.6 µM. 350,000 tested, 0.17% active. AID 651687;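 active means every replicate shows inhibition of at least 40%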;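 further: 0% = neutral control wells and 100% = positive control wells; some results beyond the cut were filed as inactive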
GSIS activator = GLuc luminescence reporter in INS-1E cells, primary screen for activators of glucose-dependent secretion of insulin; INS-1E GLuc reporter insulin secretion, 2-3 h; 370,000 tested, 0.61% active; activation, % at 16.6 µM;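 active means lowest replicate activation of at least 40%, so every replicate reaches that level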;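 further: 0% = median of neutral control wells and 100% = median of IBMX positive control wells; some compounds called inactive have numbers as strong as hits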
miR-122 sensor = miR-122 inhibition in Huh7 cells; AID 602342; 340,000 tested, 0.3% active; activation (reporter increase), % at 12.5 µM; Huh7 miR-122 Renilla luciferase sensor, 48 h; neutral wells = 0, positive control = 100;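 active means mean replicate activation score at least 90 and every replicate individually at or above 90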;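 further: higher luciferase means less miR-122 activity so hits act as miR-122 inhibitors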
Cneo AK release = Cryptococcus neoformans lysis via adenylate kinase release; C. neoformans lysis, adenylate kinase release luminescence, 4 h; normalised: neutral wells 0, clomiphene wells 100; lysis activity, % at 15 µM; 360,000 tested, 0.2% active;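 active means mean lysis activity across replicates of at least 80%, whatever share of replicates individually reach that level; inactive means mean lysis activity below 80%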
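Assay system: log-phase C. neoformans yeast / Quantity: yeast cell density of 5 × 10^6 cells/mL / Medium: fresh YPD growth medium / Compound: single dose / Timing: static 4 h at 37 °C with compound, 1 h detection / Measured by: adenylate kinase release luminescence / Read-out: lysis from increased AK signal / Benchmarks: Clomiphene as positive lysis control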
CFTR F508del cor = correctors of CFTR F508del function in bronchial epithelial cells | CFBE cells, YFP halide quenching; stimulated with forskolin plus potentiator P3; % fluorescence drop versus neutral controls | activity (quench increase), % at 7.58 µM | 350,000 tested, 0.36% active;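 active means mean added fluorescence quench of at least 8% versus neutral control, with both replicates also reaching 8%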;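 further: cells transiently co-express mutant CFTR-F508del with the halide-sensitive YFP; corrector assay measuring rescue of mutant channel to the surface after 24 h compound exposure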
* = called active by the depositor; . = not tested or not shown; & = joins results of further samples; [ ] = remark or other dose.

SMILES	PglD inh	C2C12 statin	FN deposition inh	PGC1a acetyl inh	GSIS activator	miR-122 sensor	Cneo AK release	CFTR F508del cor
O=C(NC1CC1)c1ccc2nc([C@@H]3O[C@H](CO)[C@H](O)[C@H](O)[C@H]3O)[nH]c2c1	-2.7	8.3	1.9	3.9	4.3	-1.7	-0.4	1.7
O=C(O)c1ccccc1NC(=O)C1C2C=CC(C2)C1C(=O)O (stereo unspecified)	-12.3	-1.5	-2.6	5.9	8.9	2.5	3.3	0.8
CC(C)NC(=O)Nc1ccc2c(c1)C(=O)N([C@H](C)CO)C[C@H](C)[C@@H](CN(C)C(=O)CCCN(C)C)OCCCC[C@H](C)O2	2.9	.	-13.3	7.4	23.9	-2.0[16.7 µM]	-1.7	-0.9
CS(=O)(=O)c1ccc(NS(=O)(=O)c2ccc(Cl)c(C(=O)NCc3ccco3)c2)cc1	3.8	4.2	4.2	18.9	.	3.2	1.2	-1.9
CC1CN(C(=O)C(C)Sc2nnnn2C)CC(C)O1 (stereo unspecified)	2.6	20.8	1.8	-2.8	16.3	-3.2	7.4	-2.3
CC(NC(=O)c1ccccc1)c1nnc(SCC(=O)NC2CCCC2)n1C (stereo unspecified)	-2.6	5.6	-1.9	.	15.5	.	1.5	-0.1
C[C@@H]1CN([C@H](C)CO)C(=O)c2ccccc2-c2ccccc2CO[C@@H]1CN(C)S(=O)(=O)c1cccc(F)c1	6.0	10.1	-11.7	-11.6	-10.7	.	-0.7	-2.0
COc1ccc(S(=O)(=O)NCC2CCC(C(=O)NCC(OC)OC)CC2)cc1 (stereo unspecified)	.	.	0.0	6.4	-5.3	.	.	-2.7
COC(=O)c1ccccc1NC(=O)C/C(C)=N/NC(=O)CC#N	.	0.8	-0.2	-14.0	-0.3	-5.6	.	-2.1
CCNC(=O)C[C@H]1CC[C@H]2[C@@H](COc3ccc(NC(=O)Cc4cccs4)cc3C(=O)N2C)O1	2.2	5.7	0.5	-3.7	2.3	-5.0[16.7 µM]	-6.7	-1.1
CC1=Nc2ccc(C)cc2/C1=C/c1c(N)n2oc(C)cc2nc1=O	4.7	.	-3.2	3.7	19.3&-0.9	1.1	5.8	-1.4&5.3
COc1ccc(S(=O)(=O)NC(C)C(=O)NCc2ccc3c(c2)OCO3)cc1OC (stereo unspecified)	-6.5	4.8	-1.9	.	15.9	-0.6	0.3	0.1
COc1cccc(NC(=O)CN(C)C(=O)C2CC3C=CC2C3)c1 (stereo unspecified)	-4.1	-2.9	-5.3	5.4	.	-0.5	-0.8	2.3
Cc1ccc(C(C(=O)NC(C)(C)C)N(Cc2cccs2)C(=O)c2csnn2)cc1 (stereo unspecified)	1.7	.	.	-22.0	-14.8	1.0	0.6	.
COc1ccc2nc3sc(C(=O)NCCCN4CCc5ccccc5C4)cc3cc2c1	6.4	-11.6	-7.6	.	-1.8	-5.8	-10.8	1.5
O=C(CN1CCN(c2ccccc2)CC1)Nc1nccs1	-4.8	-5.9	.	8.1	.	2.1	0.2	.
Cn1c(SCC(=O)NCC2CCCO2)ncc(C(=O)Nc2ccc(Cl)cc2)c1=O (stereo unspecified)	-2.4	-23.8	-7.3	2.0	-5.7	-0.2	-0.1	1.0
CCCCOc1ccc(C(=O)NCc2ccco2)cc1	0.2	.	11.3	-6.0	.	-6.9	0.1	.
COC(=O)C1=C(N)OC2=C(C(=O)CCC2)C1c1cccnc1 (stereo unspecified)	1.9	-0.3	-2.6	8.5	23.9	-5.2	-2.8	0.8
COc1ccc(C(C(=O)NC2CCCCC2)N(C(=O)c2ccco2)c2ccccc2OC)cc1 (stereo unspecified)	-1.3	-0.9	-5.9	.	-26.3	.	-1.3	-2.0
COc1ccc(S(=O)(=O)N2CCCCCC2)cc1C(=O)OCc1cccc(OC)c1OC	-1.0	-5.1	3.7	.	5.6	.	-0.9	0.0
COc1ccccc1N(CC(=O)Nc1ccc(F)c(F)c1)S(C)(=O)=O	4.1	14.7	-1.9	0.8	.	-1.2	-0.8	.
CSc1ccccc1-c1nnc(-c2ccc(Cl)c(Cl)c2)o1	-7.4	-7.6	.	-5.1	.	-4.7	0.5	.
Cc1cc(=O)nc2c3ccccc3n(CC(=O)NCCC3=CCCCC3)n12	3.7	4.2	-4.6	-22.5	29.2	4.7	11.9	-0.9
CC1CN(C(=O)c2cc(Br)c(Br)s2)CC(C)O1 (stereo unspecified)	.	9.5	0.4	-7.0	6.2	.	.	1.1
Additional structures
SMILES	PglD inh	C2C12 statin	FN deposition inh	PGC1a acetyl inh	GSIS activator	miR-122 sensor	Cneo AK release	CFTR F508del cor
O=C(Nc1ccccn1)c1ccc(=O)[nH]n1	0.9	.	.	2.7	.	-3.4	3.0	.
Cc1c(C)c2ccc(OCC(=O)Nc3cccnc3)cc2oc1=O	-4.4	8.8	14.4	0.6	22.4	-1.1	-5.1	-0.5
CC(C)NC(=O)Nc1ccc2c(c1)C(=O)N([C@H](C)CO)C[C@@H](C)[C@H](CN(C)S(=O)(=O)c1ccc(Cl)cc1)OCCCC[C@H](C)O2	-0.6	.	-8.8	-6.0	-15.7	-1.2[16.7 µM]	0.8	1.8
Cc1c(N/C=C/C(=O)c2cccs2)c(=O)n(-c2ccccc2)n1C	.	8.8	.	1.2	21.5	-6.4	.	.
CCc1cc(=O)oc2cc(C)cc(OCC(=O)NCC(O)c3ccccc3)c12 (stereo unspecified)	-4.7	-20.8	-4.3	4.4	49.9	-3.0	-0.4	0.9
C[C@@H]1CN([C@@H](C)CO)C(=O)c2cc(NC(=O)NC3CCCCC3)ccc2O[C@@H](C)CCCCO[C@H]1CN(C)C(=O)NC1CCCCC1	1.5	.	6.8	-1.0	-12.6	-1.8[16.7 µM]	-4.1	-1.1
COc1cccc(NC(=O)CN(C)C(C)C(=O)Nc2ccc(S(=O)(=O)N3CCOCC3)cc2)c1 (stereo unspecified)	10.1	.	-2.4	6.0	-14.7	.	-1.5	-2.3
COc1cc(OC)c2c(c1)OC(=O)CC2c1ccc2c(c1)OCO2 (stereo unspecified)	-3.3	5.9	9.0	-0.6	-14.3	-3.3	-0.3	-1.1
CC(C)Oc1ccc(Br)cc1C(=O)N/N=C/c1c[nH]c2ccccc12	7.9	-85.2	0.2	2.7	3.5	9.3	-0.3	1.0
CCOc1ccc(C(=O)N2CCC(C(=O)c3ccc4c(c3)OCCO4)CC2)cc1	-6.0	14.0	-1.4	-8.9	-25.5	-0.5	-0.1	.
COc1ccc(NS(=O)(=O)c2cccc(C(=O)N3CCN(C/C=C/c4ccccc4)CC3)c2)cc1	3.4	1.3	1.0	11.2	-27.3	.	-0.3	3.2
COc1cc(OC)c(OC)cc1CCC(C)NCCC(c1ccccc1)c1ccccc1 (stereo unspecified)	5.7	-43.6	3.1	.	-15.4	-22.9	-0.8	2.6
C[C@H]1CN([C@@H](C)CO)C(=O)c2cc(NC(=O)CCC(F)(F)F)ccc2O[C@H]1CN(C)C(=O)NC1CCCCC1	-1.1	4.2	.	32.7	10.8	-1.6[16.7 µM]	-5.5	1.3
O=C(N[C@@H]1CC[C@H](CCn2cc(C3CCCCC3)nn2)O[C@H]1CO)c1cccnc1	0.5	0.5	5.6	4.5	15.3	.	-0.3	0.6
CCCCSC1(SCCCC)N=C(N)C2(C#N)C(c3ccccc3)NC(C)=C(C)C12C#N (stereo unspecified)	0.7	-6.8	.	8.9	.	-3.1	2.7	.
O=C(O)CC/C(=N\Nc1ccc(S(=O)(=O)N2CCCC2)cc1[N+](=O)[O-])c1cccs1	0.8	-2.6	2.5	-8.8	.	-33.0	-1.8	.
CSCCC(NC(=O)C1CCCCC1)c1nc2ccccc2[nH]1 (stereo unspecified)	0.4	.	1.8	-7.0	.	-7.5	1.0	1.1
CCCNC(=O)C[C@H]1CC[C@H]2[C@@H](COC[C@@H](O)CN2CC2CCCCC2)O1	3.8	-2.3	-4.7	1.0	2.0	-6.8[16.7 µM]	1.1	-0.5
O=C(CCl)Nc1ccc(S(=O)(=O)Nc2nccs2)cc1	1.7	4.9	4.4	.	-2.3	.	5.1	0.1
COCCNC(=O)C1(C)CCCN(Cc2cc(-c3ccccc3)nn2C)C1 (stereo unspecified)	-4.5	24.2	-0.7	.	12.7	0.2	-0.7	2.2
N#Cc1nc(-c2ccc(F)cc2)oc1NCc1ccco1	.	6.0	0.7	0.9	.	.	.	-0.1
CCCn1c(=O)c(C(=O)NCc2cccnc2)c(O)c2ccccc21	-4.1	-3.7	.	1.2	.	2.7	0.1	.
COc1ccc(-c2cc(C(=O)NN3CCOCC3)c3ccccc3n2)cc1OC	2.5	7.1	7.7	.	10.8	.	0.2	2.3
C[C@H]1CN([C@@H](C)CO)C(=O)c2cc(C#Cc3cccnc3)cnc2O[C@H]1CN(C)C(=O)CN(C)C	-0.9	3.5	.	5.7	-3.7	6.3[16.7 µM]	-1.4	-1.3
N#Cc1ccc(-c2ccc3c(c2)[C@H]2[C@H](CCN2C(=O)c2ccc(F)cc2)[C@H](CO)N3)cc1	-1.7	-0.3	-1.1	9.0	-0.2	-15.3[16.7 µM]	-18.6	-0.4

Overlap with the part before: 2 entries; new compounds follow.
SMILES	PglD inh	C2C12 statin	FN deposition inh	PGC1a acetyl inh	GSIS activator	miR-122 sensor	Cneo AK release	CFTR F508del cor
C[C@H]1CN([C@@H](C)CO)C(=O)c2cc(C#Cc3cccnc3)cnc2O[C@H]1CN(C)C(=O)CN(C)C	-0.9	3.5	.	5.7	-3.7	6.3[16.7 µM]	-1.4	-1.3
N#Cc1ccc(-c2ccc3c(c2)[C@H]2[C@H](CCN2C(=O)c2ccc(F)cc2)[C@H](CO)N3)cc1	-1.7	-0.3	-1.1	9.0	-0.2	-15.3[16.7 µM]	-18.6	-0.4
CCOc1cc(C(C(=O)NCC2CCCO2)N(C(=O)Cn2nnc3ccccc32)c2cccc(OC)c2)ccc1O (stereo unspecified)	-3.7	0.8	-3.4	.	2.7	6.6	-1.0	3.5
Cc1ccccc1-n1nnnc1SCC(=O)Nc1ccc(S(=O)(=O)N2CCCC2)cc1	-1.8	-18.4	9.3	-16.0	.	-6.1	2.8	.
COc1cc(OC)c2c(-c3ccccc3)cc(=O)oc2c1C(CCN1CCCC(C)C1)c1ccc(N(C)C)cc1 (stereo unspecified)	-2.0	-1.9	10.1	-9.8	.	30.3	1.7	1.5
C[C@H]1CN([C@@H](C)CO)C(=O)c2cc(NS(=O)(=O)c3ccc(F)cc3)ccc2O[C@@H]1CN(C)CC1CC1	0.2	2.1	-4.9	6.2	6.1	-3.6[16.7 µM]	0.0	0.6
COc1ccc(NC(=O)COC(=O)CNS(=O)(=O)/C=C/c2ccccc2)cc1OC	-4.5	0.3	-2.9	-0.1	-26.1	-1.6	0.7	-3.2
COCc1cc(=O)[nH]c(N2CCN(C(=O)c3ccco3)CC2)n1	0.8	-1.5	1.0	.	12.7	.	-0.5	-2.2
Cc1ccc(S(=O)(=O)NNC(=O)c2sc3nc(C)cc(C)c3c2-n2cccc2)cc1	-1.0	.	-0.2	.	.	30.4	12.6	.
Cc1oc2c(cc(NS(=O)(=O)c3ccc4c5c(cccc35)C(=O)N4)c3ccccc32)c1C(=O)OC(C)C	-2.6	-53.2	.	4.3	.	3.0	2.3	.
